High-throughput results: PubChem BioAssay, several laboratories
EBV gp42 block: blocks Epstein-Barr virus glycoprotein 42 binding; Q1HVG2; Fluorescence polarization binding assay, mP read-out; inhibition, % (tested at 21.74 µM); hit rate 0.42% among 220,000; AID 1085; in the data active means inhibition above about 50%
Mdm2 ligase inh: inhibitors of human Mdm2 E3 ubiquitin ligase; AID 1230; signal enhancement, % at 5 µM; hit rate 0.11% among 210,000; Q00987; cell-based MDM2 ubiquitination luciferase reporter, 2 h; 0 = plate control, 100 = twice control, blank-subtracted;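 active means signal enhancement of 30% or more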;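 further: luminescence tracks abundance of the self-degrading MDM2-luciferase fusion protein; higher signal means inhibition of MDM2 E3 ligase activity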
Target sequence (Q00987 whole entry, looked up, the tested form may be a part): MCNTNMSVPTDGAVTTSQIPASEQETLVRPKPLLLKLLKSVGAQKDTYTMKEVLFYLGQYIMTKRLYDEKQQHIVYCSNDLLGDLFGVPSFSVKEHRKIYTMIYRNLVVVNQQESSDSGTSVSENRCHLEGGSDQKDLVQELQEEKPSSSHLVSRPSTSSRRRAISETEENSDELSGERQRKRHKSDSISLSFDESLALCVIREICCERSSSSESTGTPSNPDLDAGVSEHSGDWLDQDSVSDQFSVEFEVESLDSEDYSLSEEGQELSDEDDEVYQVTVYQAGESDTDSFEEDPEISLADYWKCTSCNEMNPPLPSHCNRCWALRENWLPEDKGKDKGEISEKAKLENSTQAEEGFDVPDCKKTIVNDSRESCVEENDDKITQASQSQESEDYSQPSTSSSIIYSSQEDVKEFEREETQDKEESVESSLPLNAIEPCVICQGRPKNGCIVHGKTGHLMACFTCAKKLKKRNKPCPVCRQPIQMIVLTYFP
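Assay system: stable mammalian line carrying autodegrading MDM2–luciferase fusion reporter; Input: 2000 cells in each well; Compound dosing: single-point 5 µM; Schedule: 2 h compound exposure at 37 °C; Signal: SteadyLite luciferase luminescence after 15 min room-temperature reagent incubation; Evaluation: % luminescence enhancement versus blank-corrected plate control mean; Benchmarks: plate controls and plate blanks.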
PERK inh: blocks human PERK kinase. inhibition, % at 5.6 µM. CHO PERK-DD fusion, SEAP luminescence translation reporter. hit rate 0.17% among 220,000. Q9NZJ5;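 active means inhibition above the mean inhibition of all tested compounds plus 3 SD, set separately per screening campaign, cut at about 2.9% in these data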;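 further: PERK kinase domain activated by AP20187 dimerizer at 100 nM; 0% = DMSO with dimerizer and 100% = rapamycin at 8.4 µM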
L929 necroptosis: L929 zVAD cell death inhibition; L929 zVAD necroptosis rescue, ATP luminescence, 24 h; with zVAD 60 µM; viability rescue, % at 10 µM; hit rate 0.38% among 220,000;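 active means activation, scaled between plate controls, above about 75%, limit read from the data; inactive means activation under that limit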;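 further: 0% = zVAD with DMSO and 100% = DMSO alone without zVAD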
TNF necrop inh: inhibitors of TNF-alpha induced necroptosis in Jurkat FADD-/- cells; AID 463075; activation (protection from cell death), % at 10 µM; hit rate 0.068% among 220,000; Jurkat FADD-/- TNF necroptosis rescue, ATP luminescence, 24 h; 0 = TNF only, 100 = no-TNF cells;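 active means activation, meaning protection from cell death, of at least 50% relative to plate controls; inactive means activation below 50%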;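 further: necroptosis triggered by 40 ng/mL TNF-alpha added together with compound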
eIF4E 4G PPI: blocks eIF4E binding to eIF4G. P63073+Q04637. TR-FRET eIF4E-eIF4GI(517-606) binding, 2 h. inhibition, % at 21.7 µM. hit rate 0.37% among 220,000;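 active means inhibition above about 30%, limit read from the data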;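 further: 0% = full FRET control wells and 100% = background wells lacking eIF4GI fragment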
Cl transport mod: modulates chloride dependent transport by human KCC2 | Q9H2X9 | KCC2 cells, thallium flux FluoZin-2 fluorescence | B-score of Tl+ flux slope (higher = more flux/activation; lower = inhibition) at 10 µM | hit rate 2.2% among 190,000 | AID 1456;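 active means thallium flux slope and its plate-corrected score both differing from the plate sample mean at a set confidence after two filtering rounds, in either direction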;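 further: slope of fluorescence scaled to starting intensity during 10 to 20 s after thallium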
Rad51 HR inh: Rad51 (human) homologous recombination inhibition | Q06609 | hRad51 DNA strand exchange, fluorescence dequenching | inhibition, % at 10 µM | hit rate 0.085% among 200,000;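 active means inhibition above 40% at the single screening dose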;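 further: 0% = DMSO control wells and 100% = blanks with heterologous ssDNA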
Target sequence (Q06609 whole entry, looked up): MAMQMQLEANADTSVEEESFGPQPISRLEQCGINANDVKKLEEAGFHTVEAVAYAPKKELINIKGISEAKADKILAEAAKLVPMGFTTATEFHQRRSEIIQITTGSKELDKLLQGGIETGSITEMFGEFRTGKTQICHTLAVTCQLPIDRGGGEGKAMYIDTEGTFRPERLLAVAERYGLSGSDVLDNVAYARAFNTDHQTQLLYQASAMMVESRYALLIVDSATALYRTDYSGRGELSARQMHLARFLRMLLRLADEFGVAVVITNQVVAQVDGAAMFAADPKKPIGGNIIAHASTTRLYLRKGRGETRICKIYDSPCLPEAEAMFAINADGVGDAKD
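Assay system: Human Rad51 nucleoprotein filaments preassembled on unlabelled ssDNA | Reagent: Donor/quencher-labelled 47-bp dsDNA substrate | Doses: One concentration, 10 µM final | Times: 37 °C 15-min filament assembly, 30-min compound preincubation, 15-min exchange | Technique: Fluorescein emission 520 nm, excitation 485 nm | Benchmarks: Plate control and blank wells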
m-calpain inh: calpain II (pig) inhibition; hit rate 0.37% among 220,000; purified calpain II, fluorogenic peptide substrate, 30 min; inhibition, % at 16 µM; AID 1236;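 active means inhibition above about 50%, limit read from the data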
* hit, by the source's call; nt = no result given; [ ] = dose if it differs, or a comment.

Compound,EBV gp42 block,Mdm2 ligase inh,PERK inh,L929 necroptosis,TNF necrop inh,eIF4E 4G PPI,Cl transport mod,Rad51 HR inh,m-calpain inh
CCOC(=O)c1cnc(SC)nc1Oc1cccc(NS(=O)(=O)c2ccc(F)cc2)c1,-3,-11,2.2,0.2,-0.5,2,nt,-2,6
Cc1nn(CCCC(=O)O)c(C)c1[N+](=O)[O-],8,-6,0.5,1.4,-0.2,0,0.82,-8,7
Cc1ccccc1C(=O)NN(C)c1nc2ccccc2nc1C(F)(F)F,-5,-5,0.2,-0.1,-3.7,-3,nt,1,-7
COc1ccc(-c2nnc(SCC(=O)c3cccs3)o2)cc1,-21,-61,-1.0,0.4,2.7,-8,0.46,6,-13
COc1ccc(N=C2C(=Nc3ccc(OC)cc3)N(c3ccccc3)C(=S)N2C(=O)c2ccc(Cl)cc2)cc1,2,-11,1.0,0.6,-5.6,1[fluorescence artefact?],0.2,-2,0
Cn1cc([N+](=O)[O-])c(C(=O)NCC(=O)O)n1,-13,-7,0.1,0.6,-0.7,1,0.65,nt,-15
COC(=O)CC1SC(=O)NC1=O (configuration not stated),-2,1,-0.8,0.8,2.0,-1[fluorescence artefact?],-0.12,14,-18
O=C(COC(=O)/C=C/c1ccc(Cl)cc1Cl)NCc1ccco1,1,2,0.4,2.9,0.6,2,0.063,13,-30
CC1CCc2nc(NC(=O)CSc3nc4ccccc4o3)sc2C1 (configuration not stated),-12,-27,1.0,1.1,-2.5,-1,0.68,4,15
Cc1cccc(Nc2nnc(SCC(=O)NC(=O)Nc3ccc4c(c3)OCCO4)s2)c1,-22,8,1.0,1.9,1.8,5,-1.3,-18,-2
COc1ccc(CCNC(=O)c2ccc(CS(=O)(=O)c3ccc(C)cc3)o2)cc1OC,-8,-7,-1.6,-1.2,-2.3,-1[fluorescence artefact?],nt,1,-94
CCC(C)C(=O)Nc1ncc2c(n1)CC(c1cccs1)CC2=O (configuration not stated),-6,-18,0.1,-0.7,0.6,3,0.14,2,-14
Cn1c(CN2CCN(CC#N)CC2)c(C#N)c2ccccc21,6,1,-0.9,-0.4,1.6,-1,0.0049,3,-14
Cc1ccc(NC(=O)Cn2nc(C)c(S(=O)(=O)N(C)C)c2C)cc1C,-6,5,0.4,0.6,0.9,1,-0.27,-5,-26
COC(=O)c1cccc(N2C(=O)c3ccccc3S2(=O)=O)c1,-33,-18,0.0,0.8,-2.8,-2,0.61,6,13
CC(C)=NOC(=O)c1c(C)noc1-c1snnc1C,-11,0,1.4,0.7,3.7,1,-1,nt,-2
CC(=O)OCC1O[C@@H](O[C@@H]2C[C@H]3C(C)(C)[C@H](OC(C)=O)CC[C@]3(C)[C@H]3CC[C@]45C[C@]4(CC[C@H]5[C@@H](C)C[C@@H](O)[C@H](O)C(C)(C)O)[C@@]32C)[C@H](O)[C@@H](O)[C@@H]1O (some centres not stated),-5,nt,0.1,0.4,-1.4,3,1.4,9,-82
COC(=O)c1ccccc1NC(=O)N1CCN(S(C)(=O)=O)CC1,-21,-16,0.6,0.2,-0.1,0,1.3,nt,-9
COC(=O)C1=C(C(=O)OC)SC2(S1)C(C(=O)OC)=C(C(=O)OC)SC1=C2c2cccc(C)c2NC1(C)C,-9,nt,0.1,-0.8,-6.6,5[fluorescence artefact?],-1.1,-2,-31
CCc1cc(C)c(O)c(CC)n1,-9,0,0.6,0.6,1.0,1,2.5,-12,-7
O=C(CSc1nnc(-c2ccccn2)n1Cc1ccccc1)N1CCCC1,-13,-14,0.8,0.0,-1.3,1,-1.2,8,1
O=C(CSc1ccc(Cl)cc1)N1CCOCC1,0,-17,0.6,-1.0,0.7,3,0.31,-10,-12
O=C(NCCCN1CCCC1)c1ccc(Cn2c(=S)[nH]c3ccc(Br)cc3c2=O)cc1,-24,0,0.2,5.0,3.7,-52,-0.018,10,-76
O=c1[nH]c2cc3c(cc2cc1CN(CCc1ccccc1)Cc1nnnn1C1CCCC1)OCCO3,0,4,-0.8,0.0,-0.7,2,nt,5,-6
Cc1ccc(C(C)C)c(OC/C(O)=C(\C#N)c2nc3ccccc3[nH]2)c1,-7,-5,-0.5,0.3,1.4,0,0.52,9,-7
O=[N+]([O-])c1cc(-c2ccn[nH]2)ccc1Cl,-13,-3,2.1,33,0.6,3,-0.85,7,25
Cc1ccc(C(=O)Nc2cc(Cl)ccc2OC(=O)c2ccc(C)cc2)cc1,-17,-9,1.3,0.0,-6.7,4,0.32,nt,-2
Cc1nc(SCC(=O)NCc2ccco2)c2c(C)c(C)sc2n1,-7,-13,0.3,0.0,-1.7,-16,-0.71,-2,-4
Cc1ccc(NC(=O)CN2C(=O)NC3(CCc4ccccc43)C2=O)cc1Cl (configuration not stated),-19,-2,0.1,1.7,2.1,6,-0.083,13,-11
O=C(Nc1nnc(-c2ccccc2F)s1)c1cccnc1,5,-2,-0.5,1.4,-0.2,1,-0.46,2,-24
CCOc1ncccc1C(=O)OCc1cccc([N+](=O)[O-])c1,-1,-2,0.0,1.2,0.6,0,-0.23,-46,18
C=CCc1cccc(/C=N/c2nc3ccccc3n2CC)c1O,7,7,-0.1,0.2,-1.3,1,nt,-4,15
Cc1csc(-c2cnn(-c3ccccc3)c2NC(=O)c2cccc(C(F)(F)F)c2)n1,-4,-13,-0.7,-0.4,0.7,4,0.75,-1,-46
CN(Cc1ccccc1)C(=O)CCNS(=O)(=O)c1ccc2c(c1)oc(=O)n2C,9,-7,0.3,1.8,1.3,1,0.52,-2,-33
Cc1ccc(S(=O)(=O)N2CCCC2C(=O)NCc2ccc3c(c2)OCO3)cc1 (configuration not stated),-19,-8,-0.6,1.1,-0.2,2,-1.1,2,1
CCOc1cccc2cc(-c3csc(NC(=O)CCC(=O)N4CCC(C)CC4)n3)c(=O)oc12,-11,-16,0.4,0.0,-3.0,-4,0.0072,-9,-77
Cn1c(=O)c([N+](=O)[O-])c(NC2CCS(=O)(=O)C2)c2ccccc21 (configuration not stated),-16,-9,0.5,0.1,3.3,-3,-2.1,0,-6
COc1ccc(-c2csc(C)n2)cc1OC,-5,-13,0.6,0.7,-0.2,5,nt,-2,-14
O=C(NC(NC(=S)Nc1ccc(Cl)cc1)C(Cl)(Cl)Cl)c1ccco1 (configuration not stated),9,-18,0.5,2.1,0.9,-1,-1.1,-7,37
O=C(Nc1cc(C(=O)N2CCCC2)ccc1N1CCCC1)c1ccccc1F,-18,9,-0.9,-1.0,-5.2,nt,-0.6,-4,4

The closing two entries of the part above come first, to join the parts.
Compound,EBV gp42 block,Mdm2 ligase inh,PERK inh,L929 necroptosis,TNF necrop inh,eIF4E 4G PPI,Cl transport mod,Rad51 HR inh,m-calpain inh
O=C(NC(NC(=S)Nc1ccc(Cl)cc1)C(Cl)(Cl)Cl)c1ccco1 (configuration not stated),9,-18,0.5,2.1,0.9,-1,-1.1,-7,37
O=C(Nc1cc(C(=O)N2CCCC2)ccc1N1CCCC1)c1ccccc1F,-18,9,-0.9,-1.0,-5.2,nt,-0.6,-4,4
O=C(N/N=C1/CCS(=O)(=O)c2ccc(F)cc21)c1cccnc1,1,-20,1.0,1.3,-0.1,-3,0.83,1,-21
CCOC(=O)N1CCN(CC(=O)n2c(C)c(C)c3ccccc32)CC1,8,-15,0.0,0.7,1.1,6,nt,6,6
CSc1nc(-c2ccccc2)cc(C(F)(F)F)c1C#N,-45,nt,0.2,0.7,2.0,-2,-0.71,nt,1
Cc1cccc(-c2nnc(SCC#N)n2Cc2ccccc2)c1,3,-22,-1.6,-0.4,-0.6,-4,0.47,3,18
Cc1c(S(=O)(=O)c2ccccn2)c(N)n(Cc2ccccc2Cl)c1C,-1,0,0.5,-0.5,0.9,-1,-0.097,1,-14
O=C(Cc1coc2ccc3ccccc3c12)Nc1nccs1,10,-12,-1.2,-1.0,0.6,-4,nt,-3,-54
CCOC(=O)c1ccc(NC(=S)NN2CCN(C)CC2)cc1,-14,-8,1.1,1.9,1.0,-1,-0.038,-1,-9
COC(=O)c1ccccc1S(=O)(=O)N1CCC(C(=O)OCC(=O)NCC(F)(F)F)CC1,-3,10,0.5,1.9,-0.5,1,-0.16,8,-22
C/C=C\C=C/C(=O)Nc1cccc(C2=NOC3(C2)C[C@H](C(N)=O)N(C(=O)CC)C3)c1 (some centres not stated),-12,-6,nt,1.1,1.7,-2,0.84,-2,-27
FC(F)(F)c1cnc(Oc2cccc3ccccc23)c(Cl)c1,5,10,0.9,1.8,1.0,16,0.00016,-4,-2
CCC(O)(CC)C(=O)N/N=C/c1cc(Br)cc(Br)c1O,-10,-15,0.4,0.5,-3.7,2,-0.86,2,-85
CCN(CC)CCCC(C)NC(=O)c1cc(=O)c2ccccc2o1 (configuration not stated),-9,-2,0.7,1.2,2.0,5,-0.13,12,-22
CN(Cc1ccon1)Cc1cn(C)nc1-c1cccc(Cl)c1,3,-7,0.7,-1.1,0.1,-4,0.43,-9,15
C/C(=N\O)C(C)(C)Nc1cccc(Br)c1,-23,-14,1.4,3.2,1.1,-1,0.31,18,-4
CCSc1nc2c(c(=O)[nH]1)C(C(C)C)C(C#N)=C(N)O2 (configuration not stated),-6,2,1.6,0.0,-0.2,-9,-0.45,-2,15
COc1ccc(OC)c(-c2cc(C3CCN(c4ncccc4[N+](=O)[O-])CC3)[nH]n2)c1,10,-20,-0.4,1.9,-6.2,4,-0.54,0,24
CCOCC(=O)Nc1cc(C(=O)OC)ccc1C(=O)OC,-3,-22,0.5,-0.1,-1.1,1,0.78,0,-40
CN(/N=C/c1ccc(Cl)cc1Cl)c1ncc(Cl)cc1C(F)(F)F,2,-10,1.2,-0.1,1.3,-1,0.69,1,-7
CC(C)NS(=O)(=O)c1ccc(NC(=O)C(C)Oc2ccc(C(=O)c3ccccc3)cc2)cc1 (configuration not stated),-13,-2,-1.2,2.3,3.9,4,0.58,1,-19
COc1ccc2c(c1)c(C(O)CN1CCN(Cc3ccc4c(c3)OCO4)CC1)c(C)n2C (configuration not stated),-16,-11,-0.8,1.3,-5.9,-3,-0.32,-11,-4
COC(=O)CNC(=O)C(C)NC(=O)OCc1ccccc1 (configuration not stated),8,-12,-0.2,0.1,-1.2,12,nt,-2,21
Cc1cc(C)cc(NC(=O)COC(=O)c2n[nH]c3ccccc23)c1,-6,-6,0.6,4.6,-0.3,-2,-0.32,5,1
CC1CCN(c2ccc(C(=O)NCc3cccs3)cn2)CC1,6,-18,-0.4,8.5,1.5,-1,0.17,6,22
